p53 reactivator: re-activators of mutant p53. hit rate 0.063% among 320,000. Potency, µM (doses to about 92.2 µM), for inactives: top-dose activity change, positive = activation, hits mostly activators. H1299 p53-A138V BP100-luciferase reporter, luminescence, 24 h. AID 504706; note: potency is the fitted concentration of half-maximal effect; % of control where 0% means no effect; nearly all actives have a fitted effect of over 45% in size
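H1299 (p53-null), stable ts p53-A138V + BP100-Luc; 1000 cells/well, Opti-MEM/10% FBS; cpd 4 pt, 1:5; 24 h, 37 deg C, 5% CO2; detection reagent 10 min RT; luminescence.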
TRPV1 agonist: human TRPV1 agonism; hit rate 0.19% among 320,000; Q8NER1; activation, % at 8.33 µM; TRPV1-expressing cells, Fluo-8 calcium influx, agonist mode; in the data active = activation above about 80%; inconclusive = between about 30% and that limit; note: 0% is about no effect
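TRPV1-expressing cells were cultured overnight at 35.5C and loaded with Fluo-8 calcium dye for 40 to 90 min at room temperature. After a 10 s baseline, compound was added and calcium influx was read kinetically for 3 min (ex 480/em 520 nm).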
ASM inhibitor: inhibitors of human secretory acid sphingomyelinase; P17405; placental ASM, HMU-PC fluorogenic substrate, 60 min; Potency, µM (highest dose often 57.5 µM), for inactives: at the top dose activity change, negative = inhibition, usual class: inhibitors; hit rate 0.006% among 340,000; AID 504937; note: potency is the fitted concentration of half-maximal effect
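Human placenta-derived ASM preincubated with compound 10 min at room temperature, then reacted with 9 uM (final) fluorogenic HMU-PC substrate for 60 min at 37 C. Stop solution raises pH to 10; fluorescence read at Ex 386/Em 447 nm.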
Integrin act MD: integrin-mediated muscular dystrophy alleviation activation | alpha7betagal myoblasts, beta-gal FDG fluorescence, 48 h | Potency, µM (series often up to 38.3 µM), inactives show at the top dose activation, hits mostly activators | hit rate 0.064% among 350,000 | AID 624291;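 note: potency is the fitted concentration of half-maximal effect; 100% = response of the positive control SU9516; nearly all actives have a fitted effect of over 60% in size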
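alpha7betagal+/- myoblasts (passage 13, 250/well) treated 48 h at 37C with compounds at 1:260 dilution of DMSO stock. Lysed, then beta-galactosidase activity read as FDG fluorescence (ex 480/em 540) after 30 min, with pre-read for autofluorescence.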
uPA surface inh: inhibitors of cell surface uPA generation | cell surface uPA generation assay, qHTS | hit rate 0.31% among 330,000 | Potency, µM (titrated, usually from 38.3 µM), for inactives: at the top dose activity change, negative = inhibition, hits mostly inhibitors; active = well fitted inhibition curve with a large enough effect; inconclusive = small, poorly fitted or top-dose-only effect; inactive = no such curve, though single readings can be large or run the other way; tested in mouse RAW 264.7 cells; note: potency is the fitted concentration of half-maximal effect; % is set by controls: 0 for no effect and ±100 for the full control effect; nearly all actives have a fitted effect of over 55% in size
PTAP TSG101 blk: blocks PTAP/TSG101 interaction to inhibit HIV-1 budding. Q99816. Fluorescence polarization, FITC-PTAP peptide / Tsg101 binding. Potency, µM (top dose mostly 115 µM), without a hit: at the highest dose activity change, negative = inhibition, actives largely listed as inhibitors. 340,000 tested, under 10 active; active = well fitted inhibition curve with a large enough effect in the main read-out, with a control signal flat, not every such curve was filed as active; inconclusive = small, poorly fitted or top-dose-only effect, or effect the other way, or a change in a side signal; inactive = no such curve, though single readings can be large or run the other way; note: potency is the fitted concentration of half-maximal effect; % of control where 0% means no effect
Target sequence (Q99816 whole entry, looked up): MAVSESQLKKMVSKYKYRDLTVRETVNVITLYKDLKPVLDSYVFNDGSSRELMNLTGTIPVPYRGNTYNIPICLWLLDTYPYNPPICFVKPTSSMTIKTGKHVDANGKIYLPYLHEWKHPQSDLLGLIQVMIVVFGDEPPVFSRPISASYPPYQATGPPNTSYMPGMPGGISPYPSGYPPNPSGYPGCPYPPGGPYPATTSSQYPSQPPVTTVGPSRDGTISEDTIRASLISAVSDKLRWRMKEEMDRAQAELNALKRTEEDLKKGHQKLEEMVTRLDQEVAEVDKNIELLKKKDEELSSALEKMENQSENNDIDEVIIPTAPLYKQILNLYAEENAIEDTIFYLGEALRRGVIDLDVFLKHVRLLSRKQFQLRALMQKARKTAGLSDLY
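Fluorescence polarization binding of Tsg101 binding domain (10 uM final) to FITC-labeled PTAP peptide (50 nM final) in HEPES pH 7.5 buffer with NaCl, Tween 20, EDTA, TCEP. Compounds added before peptide; binding 20 min at RT.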
BRCA1 expr act: activators of BRCA1 expression; MCF7-BRCA1-FFLuc reporter, luminescence, 48 h; response scale: scaled: vehicle 0%, 10 µM genistein 100%; Potency, µM (highest dose often 46.1 µM), for the others: at the highest dose activation, usual class: activators; hit rate 1.1% among 380,000; note: potency is the fitted concentration of half-maximal effect; nearly all actives have a fitted effect of over 80% in size; some results filed as inactive show a strong effect at the top dose
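MCF7 cells carrying a BRCA1-firefly luciferase reporter (2000 cells/well, phenol-red free MEM) were attached for 2 h at 37 °C, then given compounds for 48 h. Luminescence was read 15 min after luciferase reagent; activity normalized to genistein (10 microM) and DMSO.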
ELG1 genotoxic: inducers of genotoxicity in HEK293T ELG1-luciferase cells. HEK293T ELG1-luciferase reporter, luminescence, 16 h. Potency, µM (top dose mostly 46 µM), inactives show at the top dose activity change, positive = activation, actives largely listed as activators. hit rate 1.3% among 330,000; note: potency is the fitted concentration of half-maximal effect; % of control where 0% means no effect; nearly all actives have a fitted effect of over 60% in size
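DMSO vehicle served as control against compound-treated ELG1-luciferase HEK293T cells; exposure lasted 16 hr at 37 °C and 5% CO2, followed by ONE-Glo luminescence detection after 30 min.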
USP2a block: blocks human ubiquitin-specific protease USP2a. O75604. USP2 core, Ub-CHOP2 coupled fluorogenic reporter, 485/531. Potency, µM (highest dose often 38.3 µM), for inactives: top-dose activity change, negative = inhibition, usual class: inhibitors. hit rate 0.01% among 330,000. AID 463254;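 note: potency is the fitted concentration of half-maximal effect; plate controls were DMSO wells for no effect and full inhibition by NEM control for full effect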
Target sequence (O75604 whole entry, looked up): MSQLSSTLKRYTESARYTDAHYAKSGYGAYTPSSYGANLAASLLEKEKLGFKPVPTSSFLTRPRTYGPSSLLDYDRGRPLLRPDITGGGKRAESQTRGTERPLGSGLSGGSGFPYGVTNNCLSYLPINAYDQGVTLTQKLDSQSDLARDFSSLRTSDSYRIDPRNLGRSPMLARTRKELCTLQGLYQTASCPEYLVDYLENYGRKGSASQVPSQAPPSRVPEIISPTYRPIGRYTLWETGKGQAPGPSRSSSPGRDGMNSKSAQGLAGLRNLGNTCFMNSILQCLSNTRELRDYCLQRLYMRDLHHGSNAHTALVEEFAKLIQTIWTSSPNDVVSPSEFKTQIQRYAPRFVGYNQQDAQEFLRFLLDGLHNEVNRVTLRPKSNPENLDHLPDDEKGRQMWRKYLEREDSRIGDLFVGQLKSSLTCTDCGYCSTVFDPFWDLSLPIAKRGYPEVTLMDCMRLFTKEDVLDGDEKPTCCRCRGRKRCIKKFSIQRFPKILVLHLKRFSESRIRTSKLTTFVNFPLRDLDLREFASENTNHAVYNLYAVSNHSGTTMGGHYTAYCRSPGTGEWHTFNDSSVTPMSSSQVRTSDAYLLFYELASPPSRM
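Cell-free coupled assay: 10nM USP2 core preincubated 30min RT with compound in Tris-HCl pH 8.0/CaCl2/CHAPS buffer, then 25nM Ub-CHOP2 and 25nM reporter substrate; fluorescence (Ex 485/Em 531) read after 60min RT, normalized to NEM inhibition, concentration-response curves fitted.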
Eya2 phos inh: inhibitors of human Eya2 phosphatase activity | O00167 | recombinant Eya2, OMFP fluorescence dephosphorylation (OMFP is methylfluorescein phosphate) | Potency, µM (top dose mostly 76.9 µM), for inactives: top-dose activity, negative = inhibition, actives largely listed as inhibitors | hit rate 0.006% among 330,000 | AID 488837; note: potency is the fitted concentration of half-maximal effect; % is set by controls: 0 for no effect and ±100 for the full control effect
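Eya2 (0.2 uM) preincubated 10 min at ambient with compound, then OMFP substrate added at 50 uM; 10 min reaction in 50 mM HEPES pH 7.5, 50 mM NaCl, 5 uM MgCl2, 0.05% BSA, 1 mM DTT. Fluorescence read at Ex 485/Em 525 nm.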
B2AR arrestin: recruits beta-arrestin to the human beta2-adrenergic receptor; P07550; beta-arrestin recruitment to beta2AR, cell-based reporter; Potency, µM (highest dose often 46.1 µM), inactives show at the top dose activation, hits mostly activators; hit rate 0.02% among 330,000; AID 492947;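 note: potency is the fitted concentration of half-maximal effect; 0% = DMSO controls and full agonism = EC100 isoproterenol or metaproterenol; nearly all actives have a fitted effect of over 65% in size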
Starred values were filed as active, the others as inactive; u = inconclusive; x = not tested or not shown; [ ] = remark or other dose. Unless noted, calls come from the whole dose curve; as a rule, active = well fitted curve in the direction sought with a large enough effect; inconclusive = small, poorly fitted or top-dose-only effect, or another doubt; inactive = no such curve, though single readings can be large; an effect the other way counts as inactive or inconclusive. Compounds were not picked by outcome, and some 2.6% of all compounds hit somewhere here.

SMILES	p53 reactivator	TRPV1 agonist	ASM inhibitor	Integrin act MD	uPA surface inh	PTAP TSG101 blk	BRCA1 expr act	ELG1 genotoxic	USP2a block	Eya2 phos inh	B2AR arrestin
COc1ccccc1CNC(=O)C(C)NS(=O)(=O)c1ccc(Br)cc1 (stereo unspecified)	-5%	-1	1%	-6%	9%	-1%	-22%	-1%	-2%	3%	-0.2%
CN1C(=O)CC(NNC(=O)c2ccc(Cl)cc2)C1=O (stereo unspecified)	4%	-1	0%	12%	-1%	0%	3%[1.84 µM]	3%	1%	4%	-1.4%
COc1cc(OC)c(OC)cc1CNC(=O)c1cc(=O)c2ccccc2o1	0%	2	-3%	-7%	3%	-2%	-18%	0%	3%	0%	2.6%
Cc1c(CN2CC[C@@H](N3CCN(c4ccccn4)CC3)[C@H](O)C2)[nH]c2ccc(F)cc12	-7%	6	-2%	u	-5%	-2%	-24%	-8%	-2%	-4%	0.1%
CN(CC(=O)Nc1ccc(OC(F)(F)F)cc1)C(=O)Cc1ccc2c(c1)CCC2	3%	2	-4%	0%	9%	-3%	-30%	-3%	-1%	2%	0.1%
O=C(Cn1cc(C(=O)c2cccs2)c2ccccc21)NC1CCCCC1	-5%	10	-3%	25%	x	-4%	-33%	-1%	-1%	10%	-0.1%
CCOc1ccc(S(=O)(=O)Nc2cccc(C(=O)N3CCN(c4ccccc4O)CC3)c2)cc1	15%	-1	0%	-2%	1%	-4%	-28%	-1%	0%	11%	0.1%
Cc1cc(C)c(NC(=O)COC(=O)C2CCC2)c(Cl)c1	2%	3	4%	-23%	4%	-1%	24%	0%	-6%	-10%	0.2%
C=CCNc1ncnc2c1cnn2-c1ccc(OC)cc1	u	7	-1%	18%	x	0%	5%	u	0%	-5%	0.1%
CC(C)c1nnc(NC(=O)CCS(=O)(=O)c2nc(-c3cccs3)cc(C(F)(F)F)n2)s1	-39%[inhibitor]	0	-1%	-55%[inhibitor]	-14%	-3%	-95%[inhibitor]	-5%	-3%	-13%	-0.3%
COc1ccc(C2(O)CCN(C(=O)NC3CCCCC3)CC2)cc1	24%	20	2%	-11%	-4%	-3%	26%	6%	-1%	1%	0.1%
O=C(Cn1cnc2c(OCc3ccccc3)ncnc21)NCCCc1ccccc1	3%	x	-3%	-8%	-18%	0%	3%	1%	2%	-20%	-0.4%
CS(=O)(=O)N(CC(=O)Nc1ccc(Cl)c(Cl)c1)C1CCCCC1	-1%	19	-16%	-20%	-5%	-8%	-45%	-5%	1%	0%	0.1%
CC1=C(CC/C(C)=N/NC(N)=S)C(C)(C)CCC1	1%	3	3%	6%	x	-8%	-18%	-11%	0%	0%	4.0%
CCOC(=O)C(CC)n1cnc2c(oc3ccccc32)c1=O (stereo unspecified)	7%	-2	-2%	-2%	-3%	-10%	17%	1%	0%	-13%	-0.8%
COc1ccc(OCC(=O)N2CCC3(CC2)CC(=O)c2ccccc2O3)cc1	-6%	u	-1%	-16%	1%	-6%	-8%	0%	2%	6%	0.0%
Cc1cc(NS(=O)(=O)c2ccc(NC(=O)NC(C)(C(F)(F)F)C(F)(F)F)cc2)no1	13%	-1	7%	-11%	x	0%	-17%	3%	4%	-17%	0.0%
CCC(C)(C)NC(=O)C(c1cccnc1)N(C(=O)c1csnn1)c1ccc(C)cc1 (stereo unspecified)	-11%	-1	2%	-3%	0%	1%	-8%	0%	0%	-7%	-0.3%
Cc1cccc(N2CCN(C(=O)NC3CCCCC3)CC2C)c1 (stereo unspecified)	-4%	93*	5%	-23%	7%	-13%	1%	-5%	4%	1%	-0.2%
Cc1cccc(-c2nnc(SCC(=O)Nc3cc(C)on3)n2C)c1	-2%	0	1%	-12%	-4%	-1%	-12%	2%	0%	-30%	-0.5%
CC(=O)N1c2ccc(S(=O)(=O)NCC3CCC(C(=O)N4CC(C)CC(C)C4)CC3)cc2CC1C (stereo unspecified)	-5%	0	1%	32%	-19%	-11%	-35%	-2%[9.26 µM]	3%	-10%	0.3%
CCOC(=O)c1cc2c(ccn2C)n1CC(=O)Nc1ccc(F)cc1	0%	6	2%	7%	-26%	1%	-4%	4%	0%	3%	-0.4%
COc1cc2ccccc2cc1C(=O)NCCCN1CCOCC1	9%	-1	-2%	16%	1%	-1%	-4%	20%	1%	9%	-0.2%
CCC1(CC)NC(=O)N(CC(=O)Nc2sc3c(c2C(N)=O)CCC3)C1=O	-4%	1	-1%	0%	3%	-1%	-19%	1%	-1%	-3%	-0.4%
Cn1c(SCc2nnc(-c3ccccc3Br)o2)nc2sc3c(c2c1=O)CCC3	22%	2	-14%	-40%	0%	-5%	-4%	-10%	-6%	-11%	-0.6%
CNC(=S)N(Cc1ccco1)Cc1cc2cc3c(cc2[nH]c1=O)OCCO3	14%	-4	25%	5%	-11%	-6%	-34%	6%	3%	-7%	5.7%
CN1CCCN(C(=O)C2CCCCC2)CC1	0%	1	1%	10%	3%	1%	-8%	0%	2%	5%	-0.3%
COc1ccc(NC(=O)C(=O)NCC(c2ccco2)N2CCc3ccccc3C2)cc1 (stereo unspecified)	6%	-1	-1%	6%	-2%	0%	-4%	11%	3%	13%	-0.2%
O=C(COc1cccc(Cl)c1)NCc1ccccc1	x	u	-2%	-9%	-3%	-1%	31%	-2%	0%	10%	0.7%
COc1ccc(CN2CCC(N3CC(C)OC(C)C3)CC2)c(OC)c1 (stereo unspecified)	0%	0	-6%	13%	0%	-4%	-11%	0%	-4%	-3%	-0.1%

A draw from above in order of length of the SMILES, lowest first:
SMILES	p53 reactivator	TRPV1 agonist	ASM inhibitor	Integrin act MD	uPA surface inh	PTAP TSG101 blk	BRCA1 expr act	ELG1 genotoxic	USP2a block	Eya2 phos inh	B2AR arrestin
Cc1cccc(N2CCN(C(=O)NC3CCCCC3)CC2C)c1 (stereo unspecified)	-4%	93*	5%	-23%	7%	-13%	1%	-5%	4%	1%	-0.2%
Cc1cccc(-c2nnc(SCC(=O)Nc3cc(C)on3)n2C)c1	-2%	0	1%	-12%	-4%	-1%	-12%	2%	0%	-30%	-0.5%
CCOC(=O)c1cc2c(ccn2C)n1CC(=O)Nc1ccc(F)cc1	0%	6	2%	7%	-26%	1%	-4%	4%	0%	3%	-0.4%
CCC(C)(C)NC(=O)C(c1cccnc1)N(C(=O)c1csnn1)c1ccc(C)cc1 (stereo unspecified)	-11%	-1	2%	-3%	0%	1%	-8%	0%	0%	-7%	-0.3%
CC(=O)N1c2ccc(S(=O)(=O)NCC3CCC(C(=O)N4CC(C)CC(C)C4)CC3)cc2CC1C (stereo unspecified)	-5%	0	1%	32%	-19%	-11%	-35%	-2%[9.26 µM]	3%	-10%	0.3%

Next part
SMILES	p53 reactivator	TRPV1 agonist	ASM inhibitor	Integrin act MD	uPA surface inh	PTAP TSG101 blk	BRCA1 expr act	ELG1 genotoxic	USP2a block	Eya2 phos inh	B2AR arrestin
CC(NC(=O)c1ccco1)C1COc2ccccc2O1 (stereo unspecified)	2%	-1	2%	6%	3%	1%	8%	1%	2%	6%	0.0%
COc1cc2oc(=O)cc(-c3ccc(-c4ccc(OC(F)(F)F)cc4)cc3)c2c(OC)c1OC	2%	x	68%[activator]	0%	12%	-1%	8%	9%	-13%	-4%	3.2%
C=CCc1ccc(OCCCNC2CCCC2)c(OC)c1	x	x	-1%	-60%[inhibitor]	-4%	-1%	-15%	x	x	x	x
O=C(O)C1CCC(Cn2c(SCc3cc(=O)n4ccccc4n3)nc3ccsc3c2=O)CC1 (stereo unspecified)	-5%	-1	-1%	-18%	-13%	-1%	-17%	40%	-2%	-3%	0.1%
CCOC(=O)c1c(NC(=O)OC)sc(C(=O)N(C)C)c1C	-3%	-2	5%	6%	-1%	-1%	-13%	2%	2%	7%	-0.7%
Cc1ccc(S(=O)(=O)Nc2ccc3c(c2)CCC3)cc1C	6%	17	1%	29%	0%	-1%	-29%	1%	-2%	-2%	-0.6%
OC(CNC1CCCCC1)CNC1CCCCC1	3%	2	5%	0%	-3%	-4%	-3%	-8%	4%	-1%	0.1%
O=C(OCCOc1ccccc1Cl)c1cc(S(=O)(=O)N2CCCCC2)ccc1N1CCOCC1	x	x	-3%	-41%	-30%	-7%	-50%	x	x	x	x
